TAAR1 antagonist: antagonists of human TAAR1 | actives 1.5% (n = 360,000) | CHO RD-HGA16 TAAR1, Fluo-8 calcium fluorescence, antagonist | AID 624466 | inhibition, % at 3 µM;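 active = inhibition above a per-plate cutoff, the mean inhibition of test compounds on that plate plus 3 SD, cut at about 49% in these data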;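 note: 0% = DMSO plus EC80 beta-PEA response and 100% = DMSO alone without agonist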
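System: RD-HGA16 CHO cells with stable hTAAR1 and Gα16 | Probe or stimulus: EC80 β-phenethylamine stimulus | Dosing: 3 µM, single point | Times: Dye loading 75 min at 37 °C, then 30 min room temperature | Measured by: Fluo-8 calcium-sensitive fluorescence | Read-out basis: % inhibition of agonist calcium response | Replicates: n of 1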
OXTR potentiate: potentiators of human oxytocin receptor | P30559 | CHO-OTR cells, Fluo-8 calcium fluorescence, potentiator mode; 0% = oxytocin EC15, 100% = EC100 | activation, % at 3 µM | actives 0.061% (n = 320,000) | AID 2445;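 active = activation above that plate's cutoff, the mean activation of tested compounds plus 3 SD, cut at about 6.6% in these data, passing the limit was not always enough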;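 note: 100% uses oxytocin at 75 nM as the full agonist control; some results filed as inactive read as strong as hits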
Target sequence (P30559 whole entry, looked up): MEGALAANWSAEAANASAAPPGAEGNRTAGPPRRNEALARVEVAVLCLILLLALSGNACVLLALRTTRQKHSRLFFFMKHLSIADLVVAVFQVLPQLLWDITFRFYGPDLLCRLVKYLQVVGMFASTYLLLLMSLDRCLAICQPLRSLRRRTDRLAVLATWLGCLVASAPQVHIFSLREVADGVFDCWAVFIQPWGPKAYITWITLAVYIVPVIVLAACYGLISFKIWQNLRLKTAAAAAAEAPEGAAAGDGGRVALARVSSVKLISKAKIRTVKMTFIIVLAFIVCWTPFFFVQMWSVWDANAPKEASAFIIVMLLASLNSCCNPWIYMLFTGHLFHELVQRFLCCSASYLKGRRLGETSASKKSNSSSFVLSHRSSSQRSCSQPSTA
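System: human OTR in CHO cells / Also added: sub-maximal oxytocin, roughly EC15 / Control set: EC15 oxytocin low, 75 nM oxytocin high / Schedule: 6 min compound pre-incubation at room temperature, 100 s kinetic read / Compound: single-point 3.0 µM / Replication: singlicate / Technique: Fluo-8 calcium dye fluorescence / Read-out basis: % activation of max/min ratio relative to oxytocin controls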
M1 ag: agonists of human M1 muscarinic receptor | CHO-K1 hM1, Fluo-8 calcium fluorescence, agonist mode; 0% DMSO, 100% acetylcholine EC100 | activation, % at 3 µM | actives 0.33% (n = 360,000);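 active = activation above the run's mean compound activation plus 3 SD, cut at about 16% in these data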;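 note: peak over basal fluorescence ratio within a 140 s kinetic read after compound addition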
Target sequence (P11229 whole entry, looked up): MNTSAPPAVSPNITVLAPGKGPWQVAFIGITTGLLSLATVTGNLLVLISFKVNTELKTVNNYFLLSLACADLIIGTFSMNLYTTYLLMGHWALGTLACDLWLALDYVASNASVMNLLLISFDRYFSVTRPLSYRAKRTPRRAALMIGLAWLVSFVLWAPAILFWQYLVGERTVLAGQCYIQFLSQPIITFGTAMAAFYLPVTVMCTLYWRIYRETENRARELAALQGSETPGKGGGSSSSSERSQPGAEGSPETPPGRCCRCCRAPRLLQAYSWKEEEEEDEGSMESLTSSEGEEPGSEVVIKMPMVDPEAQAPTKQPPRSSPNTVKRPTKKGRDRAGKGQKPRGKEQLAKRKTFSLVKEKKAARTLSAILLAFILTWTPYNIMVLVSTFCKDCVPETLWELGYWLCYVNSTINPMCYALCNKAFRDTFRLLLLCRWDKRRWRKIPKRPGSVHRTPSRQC
M1 PAM parental: counter-screen for M1 PAMs: effect in parental CHO-K1 cells | AID 602247 | ATP EC20, Fluo-8 calcium fluorescence; 0% at ATP EC20, 100% at ATP max | activation, % at 3 µM | actives 0.02% (n = 360,000);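 active = activation above the run cutoff, the mean activation of all test compounds plus 3 SD, cut at about 40% in these data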;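 note: peak over basal fluorescence ratio in a 140 s read after ATP addition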
CHO parental Ca: signal in parental CHO cells, OX1R antagonist counter-screen. parental CHO-K1, ATP-induced calcium, Fluo-8 fluorescence. AID 463079. inhibition, % at 5.6 µM. actives 0.63% (n = 330,000);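 active = inhibition above that plate's mean sample inhibition plus 3 SD, cut at about 26% in these data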;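 note: 0% = ATP-challenged DMSO wells and 100% = DMSO wells without ATP; some compounds past the cut are filed as inactive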
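Assay system – parental CHO cells · Reagent – ATP stimulus · Detection – intracellular calcium via Fluo-8 no-wash fluorescent dye · Evaluation – percent inhibition of ATP-evoked calcium rise, normalized to controls · Controls – ATP wells versus no-ATP DMSO wells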
CHO-K1 Ca ag: counter-screen for M1 agonists: effect in parental CHO-K1 cells; Fluo-8 calcium fluorescence; scaled to maximal ATP response, vehicle zero; activation, % at 3 µM; actives 0.48% (n = 360,000); AID 602248; in the data active = activation above about 15%;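 note: untransfected CHO-K1 host cells lacking M1 receptor as counterscreen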
CHO-K1 Ca antag: counter-screen for M1 antagonists: effect in parental CHO-K1 cells; ATP-induced calcium, Fluo-8 fluorescence; AID 602250; inhibition, % at 3 µM; actives 0.6% (n = 360,000);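 active = inhibition above a per-plate cutoff, the plate's mean sample inhibition plus 3 SD, cut at about 24% in these data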;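 note: 0% = DMSO plus EC80 ATP and 100% = DMSO alone without ATP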
TAAR1 agonist: agonists of human TAAR1. Q96RJ0. CHO RD-HGA16 TAAR1, Fluo-8 calcium fluorescence; vehicle wells 0%, saturating PEA agonist 100%. activation, % at 3 µM. actives 0.99% (n = 360,000);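 active = activation above the mean activation of all test compounds in the run plus 3 SD, cut at about 38% in these data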
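Assay system: CHO-derived RD-HGA16 cells with stable Gα16 and human TAAR1; timing: 17-24 h seeding, 75 min 37 °C dye, 30 min RT; read-out: % activation from peak over basal fluorescence ratio, DMSO-to-PEA scaled; measured by: kinetic Fluo-8 calcium fluorescence; benchmarks: low control DMSO, high control PEA (EC100); doses: 3 µM single concentration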
M1 antag: human CHRM1 antagonism; AID 588852; CHO-K1 hM1, Fluo-8 calcium fluorescence, ACh EC80 antagonist; actives 1.3% (n = 360,000); P11229; inhibition, % at 3 µM;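 active = percent inhibition above its own plate's cutoff, namely the mean of that plate's compound wells plus 3 SD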;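 note: peak over basal fluorescence ratio during 140 s after agonist addition; 0% = ACh EC80 plus DMSO and 100% = DMSO alone without agonist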
* hit, by the source's call; x = no result given.

SMILES,TAAR1 antagonist,M1 antag,CHO parental Ca,OXTR potentiate,TAAR1 agonist,M1 ag,CHO-K1 Ca antag,M1 PAM parental,CHO-K1 Ca ag
CN(CC(=O)Nc1ccccc1Br)C(=O)c1cccn1C,-4.8,-8.9,-7.0,-0.8,0.1,-1.1,-2.6,18.2,0.7
CNc1ncnc2c1ncn2-c1ccccc1,5.6,-6.9,x,x,4.1,-2.2,-11.3,21.5,0.9
COc1ccccc1Nc1nc(N)nc(CSc2nnc(C)s2)n1,0.0,-8.8,-10.8,3.0,-0.3,1.7,-16.3,7.0,0.1
O=C(CN1CCN(C(=S)NC2CCCC2)CC1)Nc1ccc(Oc2ccccc2)cc1,25.9,4.6,-0.7,-8.5,5.3,-4.2,2.2,-1.3,4.6
COc1ccc(CCC(=O)NNC(=O)Nc2ccc(OC)c(OC)c2)cc1,-15.6,-11.4,-8.7,1.0,2.9,-1.5,-4.1,11.4,0.9
CCCCc1nc(NCCNC(=O)c2ccccc2)c(C#N)c2c1CSC(C)(C)C2,67.9*,2.2,-22.5,-7.3,14.8,0.3,-14.4,24.4,3.7
O=C(CCN1C(=O)C2C3C=CC(C3)C2C1=O)N1CCN(c2cccc(Cl)c2)CC1 (stereo not drawn),-0.6,-28.2,-12.7,-10.1,12.4,1.7,0.9,3.9,3.4
NS(=O)(=O)c1ccc(NC(=O)c2ccc(S(=O)(=O)N3CCCCC3)cc2)cc1,4.5,-9.0,5.1,-1.3,2.0,-5.8,-16.5,4.5,0.5
Cc1ccc(C(=O)N/N=C/C=C/c2ccccc2)cc1,3.0,-1.5,-1.2,2.3,3.2,-9.9,-14.4,11.2,0.8
O=C(Cc1ccc(F)cc1)Nc1cc(S(=O)(=O)N2CCOCC2)ccc1N1CCCCC1,-15.2,-5.0,x,x,0.0,-4.8,-2.1,5.5,0.2
CN(C)c1nc(N)nc(CSc2nnnn2-c2ccc(F)cc2)n1,7.0,-3.1,-2.9,-8.1,5.3,-2.4,-4.8,11.7,0.8
CCN(CC(=O)Nc1ccc(NC(C)=O)cc1)C(=O)CCCc1nc2ccccc2c(=O)[nH]1,-15.4,-21.4,-7.6,-5.5,0.9,-2.3,-4.6,1.5,0.8
COc1ccc(N(C(C)C(=O)Nc2ccc(S(=O)(=O)N3CCCCC3)cc2)S(C)(=O)=O)cc1 (stereo not drawn),-13.4,-7.3,9.8,-9.6,2.3,-4.6,-21.3,13.2,1.7
COc1ccccc1NC(=O)COc1ccc(/C=N/NS(=O)(=O)c2ccc(C)cc2)cc1,11.4,-7.3,3.0,-3.1,9.3,-2.2,-23.2,17.9,1.0
Cc1ccc(CN2CCN(Cc3ccc(-n4cccn4)cc3)CC2CCO)cc1 (stereo not drawn),-6.9,-14.9,-23.7,0.8,-0.2,-13.7,-5.3,7.0,0.2
O=C(N=Nc1c(O)[nH]c2ccc(Br)cc12)c1cc(-c2cccs2)nc2ccccc12,-14.9,1.2,x,x,0.0,-0.8,-8.9,10.5,0.2
O=S(=O)(c1ccc(Cl)s1)N1CCN(Cc2ccccc2)CC1,2.5,-4.8,-5.0,-16.1,5.1,-5.8,-1.9,4.0,-0.7
CCN1CCN(CCCNC(=O)CS(=O)(=O)Cc2nc(-c3cccc(OC)c3)oc2C)CC1,-9.3,18.3,-14.8,-9.2,2.3,-2.9,11.2,-13.5,0.1
N#C/C(=C(\O)C(F)(F)F)c1nnc2n1CCCCC2,-13.4,-3.4,13.6,-17.7,1.1,-2.9,0.1,13.8,0.5
CCOc1ccccc1NC(=O)c1cc(Cl)ccc1NC(=O)c1ccco1,-5.9,-5.8,-3.3,0.3,8.9,-5.0,-12.5,14.2,0.2
O=C(NC1CCCC1)C(c1ccc(F)cc1)N(C(=O)Cc1cccs1)c1ccc2c(c1)OCCO2 (stereo not drawn),-24.1,-17.5,-14.5,1.5,5.6,-1.0,-23.7,18.9,0.8
Cn1c(=O)oc2cc(S(=O)(=O)N3CCC(N4CCCCC4)CC3)ccc21,x,-8.3,4.8,-4.3,x,-10.8,-14.9,24.8,1.2
COc1cccc2cc3c(=O)oc4ccccc4c3nc12,11.8,10.8,-18.5,-5.9,6.4,1.7,5.2,-4.2,0.5
COc1ccc(-n2c(CN3CCC(C(N)=O)CC3)nc3ccc([N+](=O)[O-])cc3c2=O)c(OC)c1,-19.7,13.8,-20.2,-14.7,3.8,-4.0,2.9,-10.1,1.6
COc1ccc(N2CCN(C(CNC(=O)c3cccs3)c3ccco3)CC2)cc1 (stereo not drawn),-15.9,-8.8,-12.8,0.3,4.7,-3.5,0.1,0.2,0.8

Overlap with the part before: 2 compounds, then new ones.
SMILES,TAAR1 antagonist,M1 antag,CHO parental Ca,OXTR potentiate,TAAR1 agonist,M1 ag,CHO-K1 Ca antag,M1 PAM parental,CHO-K1 Ca ag
COc1ccc(-n2c(CN3CCC(C(N)=O)CC3)nc3ccc([N+](=O)[O-])cc3c2=O)c(OC)c1,-19.7,13.8,-20.2,-14.7,3.8,-4.0,2.9,-10.1,1.6
COc1ccc(N2CCN(C(CNC(=O)c3cccs3)c3ccco3)CC2)cc1 (stereo not drawn),-15.9,-8.8,-12.8,0.3,4.7,-3.5,0.1,0.2,0.8
CC1CCCC(NC(=O)C2CCN(S(=O)(=O)c3cccc4nonc34)CC2)C1C (stereo not drawn),2.1,-3.6,-6.3,-8.4,8.1,-6.7,-10.6,14.2,1.0
CCCCc1ccc(NC(=O)C2CCCC2)cc1,7.4,18.2,-9.6,-2.1,3.4,-6.2,14.0,-16.4,-0.3
C[C@H](CO)N1C[C@H](C)[C@@H](CN(C)S(=O)(=O)c2ccc(Oc3ccccc3)nc2)OCc2cnnn2CCCC1=O,0.9,5.4,x,x,-0.7,-8.2,15.4,0.5,0.0
COc1ccc(OC)c(CN2CCC(CO)(CCOc3ccccc3)CC2)c1,-13.2,-6.9,-9.2,-7.6,1.2,-6.3,-4.6,11.8,0.0
O=C(Nc1ccccc1N1CCN(C(=O)c2ccc(Cl)cc2)CC1)c1cccc(F)c1,10.3,0.0,3.0,-2.9,-1.0,-1.1,-1.6,-3.9,0.7
COc1ccc(-c2cc3cc(-c4cc(OC)c(OC)c(OC)c4)ccc3o2)cc1,-3.2,-9.4,-18.9,-3.7,5.6,-3.9,-4.0,-10.9,0.3
CC(Sc1nnc2ccccn12)C(=O)N1CCc2ccccc2C1 (stereo not drawn),4.6,-2.1,-13.4,-0.1,7.2,-3.7,-0.3,10.4,0.3
O=C(NC1CCN(C(=O)Nc2ccc(F)cc2)CC1)c1ccc(F)cc1,-4.9,-5.8,3.3,-5.2,5.2,-3.0,-18.7,20.7,2.0
Cc1cccc(N2CCN(S(=O)(=O)c3cn(C)cn3)CC2)c1C,-3.6,-9.2,-14.5,-20.5,1.6,1.3,6.4,-8.9,0.4
COc1ccccc1NC(=O)NC(N)=O,3.3,-10.7,4.1,1.2,3.4,-3.9,5.4,7.7,0.3
CC(C)c1ccc(CNc2c([N+](=O)[O-])c(=O)oc3ccccc23)cc1,40.3,8.3,5.2,-11.1,7.9,-2.9,1.8,2.0,5.5
CCOC(CNC(=O)c1ccc(N2CCc3ccccc32)c([N+](=O)[O-])c1)OCC,30.9,4.4,-5.0,-21.7,2.1,-3.6,-6.6,12.3,13.7
CC1CCN(CCC(=O)Nc2nccs2)CC1,-0.7,-4.7,-18.5,-5.3,1.0,-4.2,-18.3,2.8,0.6
NC(Cc1ccc(C(F)(F)F)cc1)c1csc(Nc2cc(Oc3ccccc3)ncn2)n1 (stereo not drawn),9.2,11.0,x,x,48.3*,3.9,-4.4,9.2,1.1
Cc1ccccc1-n1c(SCC(=O)N2CCN(c3ccccn3)CC2)nnc1N1CCOCC1,-24.0,-7.8,-10.9,-5.9,-1.3,-6.8,-8.9,7.8,0.6
CC(C)(C)C1CCC(C(=O)Nc2nccs2)CC1 (stereo not drawn),-10.2,-13.9,-16.1,-5.1,-0.1,-0.7,-0.6,2.0,0.3
Cc1n[nH]c(=O)nc1NCc1ccccc1,8.1,-0.9,5.5,-4.5,5.2,-5.0,-11.8,21.8,0.4
Cc1cc(C(=O)COC(=O)CN(C)S(=O)(=O)c2ccc(Cl)cc2)c(C)n1CC1CCCO1 (stereo not drawn),-3.5,-4.2,-13.5,-8.6,1.7,-4.9,-8.3,16.2,0.8
O=C(O)CC(NC(=O)Cc1ccc([N+](=O)[O-])cc1)c1ccc2c(c1)OCO2 (stereo not drawn),12.6,-7.5,-3.3,-3.1,5.4,-0.7,20.4,-9.7,-0.2
Cc1ccc(OCC(=O)NC2CCS(=O)(=O)C2)c(C)c1 (stereo not drawn),-15.8,-11.4,x,x,2.6,-1.6,7.5,-4.9,0.1
CCn1cc(C(=O)NCc2cccc(F)c2)c(=O)c2cc(F)c(N3CCN(C(=O)c4ccco4)CC3)cc21,14.0,-18.3,-7.5,-11.3,17.9,-1.9,-2.7,12.1,3.5
Cn1cccc1CC(=O)NNC(=O)Nc1cccc(Cl)c1,-8.7,-5.8,2.1,-12.6,8.8,-3.2,7.4,5.5,-0.6
NC(=NCCc1ccccc1)c1cccc([N+](=O)[O-])c1,-2.9,0.2,-12.5,1.4,3.4,-6.4,10.9,-16.9,0.3
N#CCSCC(=O)Nc1ccc(Cl)cc1,-9.3,-8.2,-13.8,-5.0,17.4,-3.1,-11.8,5.2,1.2
Nc1ccc(OCc2ccccc2)cc1[N+](=O)[O-],-8.2,-3.7,x,x,-2.5,-3.9,-7.8,29.3,0.1
Cc1ccc(-c2ccc(SCC(=O)Nc3nonc3C)nn2)cc1,0.9,-7.3,-12.6,-1.6,8.8,-4.9,-6.5,2.0,-0.2
O=C1CN(C(=O)c2ccccc2C(=O)O)c2ccccc2N1,-3.4,-22.2,2.5,0.3,1.5,1.1,-3.7,17.5,0.7
COc1ccc(C(C#N)Nc2ccccc2C)cc1 (stereo not drawn),-5.2,-16.6,0.2,-1.5,2.3,-2.1,-8.3,13.4,0.3
NC(N)=Nc1nc(-c2ccccc2)c2cc(Cl)ccc2n1,-8.8,-5.8,-0.6,-1.0,1.9,-10.7,-10.9,19.4,0.1
CCn1cc(C(=O)OCC(=O)Nc2ccc(C(C)C)cc2)c(=O)c2ccc(C)nc21,-9.0,-14.8,-19.4,-1.7,2.4,-1.0,-13.8,23.2,-0.5
